Screening data (PubChem BioAssay)
FBW7 act: activators of human E3 ligase FBW7 | normalized activity (activation), % at 26.1 µM | AID 1259310 | AlphaScreen FBW7–phospho-cyclin E peptide binding, activator screen | Q969H0 | 650,000 compounds, 0.13% hits; in the data active = normalized activity above about 1.9%;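 note: purified mutant Fbw7 with reduced substrate affinity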
Target sequence (Q969H0 whole entry, looked up): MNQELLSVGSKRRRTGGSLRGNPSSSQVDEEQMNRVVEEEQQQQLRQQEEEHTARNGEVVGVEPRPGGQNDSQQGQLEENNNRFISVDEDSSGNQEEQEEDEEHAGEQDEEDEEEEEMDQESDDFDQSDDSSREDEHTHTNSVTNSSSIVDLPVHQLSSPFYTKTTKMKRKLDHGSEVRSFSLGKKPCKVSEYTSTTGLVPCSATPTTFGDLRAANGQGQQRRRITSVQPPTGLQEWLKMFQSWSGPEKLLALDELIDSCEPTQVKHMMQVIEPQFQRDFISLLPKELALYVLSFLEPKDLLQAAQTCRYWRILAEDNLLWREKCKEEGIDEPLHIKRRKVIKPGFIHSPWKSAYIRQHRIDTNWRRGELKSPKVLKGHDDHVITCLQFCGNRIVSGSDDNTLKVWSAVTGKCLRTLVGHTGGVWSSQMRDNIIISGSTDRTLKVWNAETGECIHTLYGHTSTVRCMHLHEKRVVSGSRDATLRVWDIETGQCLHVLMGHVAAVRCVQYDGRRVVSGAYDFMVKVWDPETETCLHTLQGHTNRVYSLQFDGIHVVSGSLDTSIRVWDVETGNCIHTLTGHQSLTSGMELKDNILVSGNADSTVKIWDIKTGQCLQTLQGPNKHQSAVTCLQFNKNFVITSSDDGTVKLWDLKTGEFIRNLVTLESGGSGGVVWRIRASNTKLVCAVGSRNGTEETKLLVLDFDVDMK
MITF primary: inhibitors of human MITF; O75030; AlphaScreen MITF homodimerization, bead proximity signal; inhibition, % at 2.6 µM; 650,000 compounds, 0.91% hits; AID 1259374; in the data active = inhibition above about 50%;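 note: 0% = vehicle wells with protein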
TEAD-YAP inh: TEAD-YAP interaction inhibition | HEK-TIYL cells, TEAD-Gal4/YAP UAS-luciferase luminescence | inhibition, % at 9.12 µM | 640,000 compounds, 1.4% hits | AID 1259422; in the data active = inhibition above about 32%;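 note: 0% = median of test compound wells and 100% = reference inhibitor wells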
GPR151 ag: activates the human receptor GPR151; Q8TDV0; PathHunter beta-arrestin GPR151 cells, luminescence; activation, % at 11.2 µM; 650,000 compounds, 1% hits; AID 1508602; in the data active = activation above about 4.9%;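 note: 0% = median of compound wells and 100% = cells with positive control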
The depositor's hits bear a star; & = joins results of further samples.

SMILES | FBW7 act | MITF primary | TEAD-YAP inh | GPR151 ag
Cc1cc(C)c(C(=O)N2CCCC(N(C)CCc3ccccc3)C2)o1 (centres undefined) | 0.2 | -8.7 | -1.9 | -1.1
O=C(NCCO)c1ccnc(N2CCc3ccccc3C2)c1 | 0.2 | 3.1 | 5.5 | 0.6
COc1ccc(NC(=O)c2cc3cc(Br)ccc3oc2=O)cc1 | 0.1 | 10.8 | -6.6 | -1.6
COc1ccc(-c2noc(N(C)CC(=O)Nc3ccc(OC)cc3OC)n2)cc1 | -0.1 | 3.2 | 9.1 | 2.7
CC(=O)C(C)n1c(CN2CCN(Cc3ccccc3)CC2)nc2c1c(=O)[nH]c(=O)n2C (centres undefined) | 0.1 | -0.5 | -2.4 | 0.5
COCCN1Cc2cc3cc(C)ccc3nc2OCC1=O | 0.1 | 14.3 | -1.8 | 7.2*
Cc1csc(NC2=NCCCCC2)n1 | -0.1 | -10.9 | 1.3 | -0.6
CCOc1ccc2nc(NCCNC(=O)Nc3ccccc3)c(C#N)cc2c1 | 0.3 | -13.4 | 8.2 | 0.3
Cc1cc(C)c(S(=O)(=O)NCc2ccc3c(c2)OCO3)cc1[N+](=O)[O-] | -0.3 | 0.9 | 3.3 | 0.0
CC(=O)C1=CN(Cc2ccccc2)C=C(C(C)=O)C1c1ccccc1 | -0.1 | -7.5 | 4.3 | 2.3
COc1ccc(NC(=O)Cn2ccn(-c3cccc(Cl)c3)c(=O)c2=O)c(OC)c1 | -0.1 | 2.8 | 18.2 | -0.3
O=S(=O)(Nc1nc2ccccc2nc1Nc1ccccc1)c1ccc(Cl)cc1 | -0.1 | 2.9 | -8.2 | 1.8

Retrieved one by one from above:
SMILES | FBW7 act | MITF primary | TEAD-YAP inh | GPR151 ag
Cc1cc(C)c(S(=O)(=O)NCc2ccc3c(c2)OCO3)cc1[N+](=O)[O-] | -0.3 | 0.9 | 3.3 | 0.0
CC(=O)C(C)n1c(CN2CCN(Cc3ccccc3)CC2)nc2c1c(=O)[nH]c(=O)n2C (centres undefined) | 0.1 | -0.5 | -2.4 | 0.5
COCCN1Cc2cc3cc(C)ccc3nc2OCC1=O | 0.1 | 14.3 | -1.8 | 7.2*
O=C(NCCO)c1ccnc(N2CCc3ccccc3C2)c1 | 0.2 | 3.1 | 5.5 | 0.6
CC(=O)C1=CN(Cc2ccccc2)C=C(C(C)=O)C1c1ccccc1 | -0.1 | -7.5 | 4.3 | 2.3

3 entries from above, as comma-separated lines.
canonical_smiles,FBW7 act,MITF primary,TEAD-YAP inh,GPR151 ag
CC(=O)C(C)n1c(CN2CCN(Cc3ccccc3)CC2)nc2c1c(=O)[nH]c(=O)n2C (centres undefined),0.1,-0.5,-2.4,0.5
COCCN1Cc2cc3cc(C)ccc3nc2OCC1=O,0.1,14.3,-1.8,7.2*
Cc1csc(NC2=NCCCCC2)n1,-0.1,-10.9,1.3,-0.6

Next entries
SMILES | FBW7 act | MITF primary | TEAD-YAP inh | GPR151 ag
CC(Sc1ccc(Cl)cc1)C(=O)Nc1ccccc1C(N)=O (centres undefined) | -0.2 | 5.3 | -4.2 | 1.0
Cc1ccc(NC(=S)NCc2cccn2C)cc1 | -0.3 | -0.5 | -5.4 | 1.7
CNC(=O)CSc1nnc(-c2ccccc2)n1C | -0.5 | -6.0 | -6.2 | 1.2
C=CCN1CCN(C(CCCC)c2nnnn2CCc2ccccc2)CC1 (centres undefined) | -0.1 | -8.4 | 4.5 | -0.1
Cc1ccccc1NC(=O)c1ccc(F)c(S(=O)(=O)NCCc2ccccc2)c1 | 0.1 | 2.4 | 12.2 | 0.4
O=C(Cn1nc(-c2ccc(Cl)cc2)ccc1=O)NCCc1ccccc1 | 0.2 | 1.6 | 11.1 | -0.7
CSc1ccc(C2C(C#N)=C(N)Oc3n[nH]c(C(C)(C)C)c32)cc1 (centres undefined) | 0.0 | -4.5 | 1.9 | 1.5
CCOC(=O)C1(C)Oc2ccc(S(=O)(=O)CC)cc2NC1=O (centres undefined) | -0.2 | -10.3 | 9.1 | 0.9
C/C(CCc1ccc2c(c1)OCO2)=N\Nc1nc2ccccc2[nH]1 | 0.1 | 13.3 | -38.7 | 0.2
Cc1ccc(S(=O)(=O)N(CC(=O)NC(C)c2ccccc2)Cc2ccccc2)cc1 (centres undefined) | 0.2 | 2.8 | 11.3 | -0.1
CCCc1nc2c(o1)-c1ccccc1C(=O)C2=O | -0.7 | -4.6 | 20.8 | -3.0
CCOc1cc(C=O)cc(I)c1OCc1cccc([N+](=O)[O-])c1 | 0.0 | 8.1 | -3.6 | 1.0
COc1cc(/C=C2/C(=N)N3N=C(C(C)C)SC3=NC2=O)cc(Cl)c1OCCOc1c(C)cccc1C | 0.1 | 3.8 | 2.6 | 0.5
Cc1cc(C)nc(NC(=O)Cc2ccc(Cl)cc2)n1 | 0.1 | 10.5 | -7.9 | -0.6
O=C(O)c1ccc(Nc2nc(-c3ccc(Cl)cc3)cs2)cc1O | -0.1 | 1.4 | -36.8 | -1.8
O=C(CSc1nc2[nH]ncc2c(=O)n1-c1ccccc1)Nc1nccs1 | 0.1 | -4.0 | 10.2 | -2.9
COc1ccc(S(=O)(=O)CCC(=O)NCCc2cccc(C)c2)cc1 | 0.8 | 19.8 | -14.5 | -1.2
COCCn1c(=NC(C)=O)sc2ccccc21 | 0.0 | -10.1 | -4.2 | 2.6
CCC(C)(C(=O)NC1CCCC1)N(C)C(=O)c1ccccn1 (centres undefined) | -0.4 | -6.4 | 3.5 | -0.8
O=C1NC(NC2CCCCC2)(C(F)(F)F)C(=O)N1c1ccc(OC(F)(F)F)cc1 (centres undefined) | 0.0 | -5.6 | 8.0 | 0.1
CCCN(Cc1cccs1)C(=O)Nc1cccc(OC)c1 | 0.0 | 2.3 | -9.1 | -1.7
O=C(Nc1cccc(N2CCC(NCc3nc4ccccc4s3)CC2)c1)C1CC1 | 0.0 | -5.7 | -14.5 | -1.4
COc1ccccc1CNS(=O)(=O)c1ccc(F)c(C(=O)Nc2cc(Cl)ccc2Cl)c1 | 0.3 | 12.9 | 3.9 | 0.2
O=C(Cn1cc([N+](=O)[O-])cn1)Nc1ccc(-c2noc(-c3ccc(F)cc3)n2)cc1 | -0.2 | -4.7 | 1.4 | 0.8
Cc1cccc(/C=C2/Oc3ccccc3N(CC(=O)O)C2=O)c1 | 0.0 | 1.4 | 0.4 | -0.4
COc1cc(NC(=O)c2cccc(-n3cc(NC(=O)Cc4ccccn4)cn3)c2)cc(OC)c1OC | -0.1 | 10.0 | 1.8 | 0.6
Cc1nc(-c2ccc(F)cc2)c(CC(=O)O)s1 | 0.0 | 6.9 | -0.3 | -0.7
COc1cc(=O)n2c(c1C(=O)NCc1cccs1)CCN(CCC(C)C)CC2 | 0.4 | 5.5 | 10.0 | -1.4
N#Cc1nc(-c2ccc([N+](=O)[O-])cc2)oc1N1CCCC1 | 0.0 | 7.9 | 6.6 | -0.7
COc1cc(C=Nc2cccc(Br)c2)ccc1O | -0.1 | -2.9 | 6.7 | 0.0
Cc1cc(Cl)cc(Cl)c1OCC(=O)Nc1cccc(-c2nc3ncccc3o2)c1 | 0.1 | 11.3 | -1.8 | 1.0
Cc1occc1-c1nn(C2CCN(C(=O)C3CCCO3)CC2)c(=O)o1 (centres undefined) | 0.1 | 7.7 | 15.4 | -0.3
COCc1cc(C)n(CC(=O)Nc2ccccc2F)c(=O)c1C#N | 0.0 | -11.8 | -3.4 | 0.1
C=CCN(c1ccccc1)S(=O)(=O)c1ccc(F)c(C(=O)Nc2ccccc2OC)c1 | -0.1 | 1.1 | -0.8 | 1.7
COc1ccc(NC(=O)c2cccc(Cl)c2Cl)cc1OC | 0.0 | -0.1 | -23.9 | 0.8
CCOc1cc(C2Nc3ccccc3C(=O)N2c2ccc(Cl)cc2)ccc1O (centres undefined) | -0.1 | 1.9 | -45.3 | -2.2
COc1ccc(CNC(=O)CC2Nc3c4ccccc4nc(=S)n3C2=O)cc1 (centres undefined) | -0.1 | 28.0 | -11.0 | -0.2
COc1cccc2c(SCC(=O)N/N=C/c3ccc(O)cc3O)cc(C)nc12 | -2.3 | -1.8 | -7.5 | -0.1
O=S(=O)(NCC1(c2cccs2)CC1)c1cccc2ccccc12 | 0.1 | -2.1 | -1.9 | -0.1
Cc1ccc(C(C2=C(O)CC(C)(C)CC2=O)C2C(=O)CC(C)(C)CC2=O)s1 (centres undefined) | 0.9 | 25.3 | -4.3 | -1.8
O=C(Nc1nn[nH]n1)C1(c2ccccc2)CCCC1 | -0.3 | 6.2 | -7.3 | 0.4
CCOC(=O)C1=C(C)N=c2s/c(=C\c3ccc(-c4cccc(C(F)(F)F)c4)o3)c(=O)n2C1c1ccc(OC)c(Br)c1 (centres undefined) | 0.3 | 22.2 | -2.6 | 0.8
Cc1c(NC(=O)/C(=C\c2ccccc2)NC(=O)c2ccccc2)c(=O)n(-c2ccccc2)n1C | 1.9* | 12.1 | -13.6 | -1.1
C/C(CC(=O)Nc1ccc(N(C)C)cc1)=N\NC(=O)c1ccccc1N | -0.1 | 19.7 | -36.9 | -0.6
CCN1CCN(C(c2ccc(OC)cc2)c2nnnn2C(C)C)CC1 (centres undefined) | 0.0 | 5.5 | -3.0 | 0.2
CCCOC(=O)C1=C(C)N(C)C(=O)NC1c1cc(Cl)c(O)c(OC)c1 (centres undefined) | 0.0 | 13.1 | 7.1 | -0.3
O=C(OCCN1C(=O)c2ccccc2C1=O)c1ccc(Cl)cc1 | 0.0 | 16.8 | 3.6 | 0.8
CCC(=O)N(CCCN(CC)CC)c1nc(-c2ccc(OC)cc2)cs1 | 0.1 | -2.1 | 3.0 | -0.5
Cc1c(Br)c([N+](=O)[O-])nn1CC(=O)Nc1ccc(C#N)cc1 | 0.0 | 17.5 | 5.0 | 1.9
Cc1ccc(C(C(=O)NC(C)(C)C)N(C(=O)c2csnn2)c2ccccc2)cc1 (centres undefined) | -0.1 | 3.5 | -1.0 | 1.2
Cc1ccc(C(=O)N/N=C/c2ccc(Cl)c([N+](=O)[O-])c2)cn1 | 0.0 | -2.7 | -1.0 | 0.0
CC1=C(C(=O)OC2CCCC2)C(c2ccc(Cl)cc2)C2=C(CC(C)(C)CC2=O)N1 (centres undefined) | -0.1 | -7.0 | 8.2 | 0.5
Cc1cc(NC(=O)C2CCCN2S(=O)(=O)c2ccc(Cl)cc2)n(C(C)C)n1 (centres undefined) | 0.2 | -1.6 | -4.5 | -0.6
O=C(NCCCN1CCN(c2ccc(Cl)cc2)CC1)Nc1ccccc1 | -0.2 | 3.8 | -7.3 | 6.6*
Cc1ccc(N2CCSC2c2cccs2)cc1 (centres undefined) | 0.2 | -7.1 | 12.2 | 1.0
COc1ccc(OCC(=O)N/N=C(\C)c2ccccn2)cc1 | -0.2 | 3.8 | 1.4 | -0.6
CCOC(=O)C(Cc1ccc(Oc2ccc([N+](=O)[O-])cc2)cc1)(NC(C)=O)C(=O)OCC | -1.6 | 9.9 | 3.9 | -1.0
CCN1CCN(c2ccc([N+](=O)[O-])c(NCCc3ccccc3)c2)CC1 | -0.6 | -0.7 | -0.4 | 4.1
CCCCOc1c(I)cc(/C=C2\NC(=O)NC2=O)cc1OC | 0.5 | 8.8 | -3.1 | -2.2
N#Cc1ccccc1NC(=O)c1ccc2c(c1)OCO2 | -0.1 | 6.3 | -42.9 | -2.9

More structures.
SMILES | FBW7 act | MITF primary | TEAD-YAP inh | GPR151 ag
O=C(CSc1nc2cc(Cl)ccc2s1)Nc1cc(C(F)(F)F)cc(C(F)(F)F)c1 | 0.8 | 3.2 | 3.4 | 0.0
Cc1ccc(S(=O)(=O)N2CCCC2CNC(=O)C(=O)Nc2ccc(F)cc2F)cc1 (centres undefined) | -0.1 | 2.2 | 2.3 | 0.5
O=C(Cc1nncn1-c1ccccc1)c1ccc(O)cc1O | 0.0 | 6.8 | 12.5 | 0.8
Cn1c(=O)c2c(ncn2CC(=O)N/N=C/c2cc([N+](=O)[O-])ccc2Cl)n(C)c1=O | 0.7 | 22.6 | 0.6 | 0.3
COC(=O)c1ccc(C2NC(=O)NC(C)=C2C(=O)N(C)C)cc1 (centres undefined) | -0.3 | 1.6 | 6.4 | 2.3
O=C1CN(C(=O)c2ccccc2F)C(c2ccc(F)cc2)c2cc(F)ccc2N1 (centres undefined) | 0.2 | 9.7 | 9.0 | -0.2
Cc1ccc(C(C)C)c(OCC(=O)Nc2ccc(-c3nc4ccccc4o3)cc2)c1 | 0.0 | -2.7 | -6.5 | -1.0
COC(=O)COc1ccc(S(=O)(=O)NCc2ccc(Cl)cc2Cl)cc1C | 0.1 | 11.1 | 3.5 | 0.0
CC(C)C[C@@H]1NC(=O)[C@H]2CN(C(=O)c3cc(F)ccc3F)CCN2C1=O | -0.3 | -7.4 | 7.2 | 1.0
Cc1cc(N)c2ccccc2[n+]1CCCCCCCCCC[n+]1c(C)cc(N)c2ccccc21 | 0.1&-0.3&-0.1&0.0 | 9.4&-12.3&-26.9&22.6 | -3.6&12.1 | 3.1&1.6&-0.5&-1.6
COC(=O)C1=C(C)N(C)C(C)=C(C(=O)OC)C1c1ccc(Cl)cc1 | -0.2 | -3.1 | 8.6 | 1.4
O=C(NCCc1nnc2n1CCN(Cc1ccccc1O)CC2)c1cccnc1 | 0.5 | 1.6 | 6.4 | 0.3
O=C(c1cc(N2CCN(c3ccc(F)cc3)CC2)nc2ccccc12)N1CCN(c2cccc(Cl)c2)CC1 | 0.0 | 6.8 | -4.4 | 1.2
Cc1cc(=O)oc2cc(OCc3ccc(C(=O)NNC(=O)c4ccccc4)cc3)ccc12 | -0.1 | 5.8 | 1.5 | -0.8
